TRPC4 block = TRPC4 (mouse) channel inhibition; HEK293 TRPC4beta/mu-opioid, DAMGO-evoked Fluo4 calcium flux; hits give low values; B-score at 10 µM; 300,000 tested, 0.39% active; AID 2247;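 active = B-score over 3 SD under the library average, no early fluorescence shift, positive overall ratio signal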
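Assay system: HEK293 cells with stable TRPC4beta plus mu-opioid receptor expression. Dosing: single dose. Measured by: Fluo4 Ca2+ flux fluorescence. Also added: DAMGO in two steps, submaximal then maximal. Read-out: B score from integrated Fluo4 fluorescence ratio.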
TRPC4 PAM = allosteric potentiators of mouse TRPC4 channel. Q9QUQ5. HEK293 TRPC4beta/mu-opioid, DAMGO EC20, Fluo-4 Ca2+ flux; hits give high values. AID 2227. B-score at 10 µM. 310,000 tested, 0.42% active;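 active = B-score of calcium response area above 5 SD of library B-scores, with initial fluorescence ratio within 5 SD of library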;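 note: B-score of integrated fluorescence ratio over time as area under calcium response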
KLF5 inh = kruppel-like factor 5 inhibition; DLD-1 KLF5 promoter-luciferase reporter, luminescence; 290,000 tested, 0.23% active; inhibition, % at 5 µM;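 active = inhibition above a per-plate limit of that plate's mean compound inhibition plus 3 SD, cut at about 60% in these data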;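 note: 0% = DMSO wells and 100% = LY294002 at 200 µM; higher means less KLF5 promoter-driven luciferase light; inactives centre near -14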
SKKanGAS inh = SKKanGAS growth inhibition | 300,000 tested, 1.3% active | inhibition, % at 7.5 µM | S. pyogenes SKKanGAS, kanamycin growth, BacTiter-Glo, 6 h;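 active = mean replicate score, as percent of positive control median, at least 50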;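 note: strain carries kanamycin resistance gene driven by streptokinase promoter and grows in 40 µg/ml kanamycin; loss of luminescence reflects streptokinase promoter inhibition or plain growth inhibition; 0% = median of DMSO wells and 100% = positive control at its reference dose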
HIF act = HIF pathway transcriptional activation | U2OS HRE-luciferase reporter, luminescence; normalized: DMSO 0%, desferrioxamine 100% | activation, % at 7.5 µM (by protocol) | 300,000 tested, 0.32% active | AID 1910;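 active = mean activation of at least 10% of the iron chelator positive control signal, with at least half of replicates also reaching 10%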
MrgX1 antag = antagonists of human MrgX1 receptor; MRGX1-HEK293 calcium flux, Fluo-4, BAM8-22 antagonism; hits give low values; B-score at 10 µM; 310,000 tested, 1.3% active; AID 588676;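 active = calcium-response B-score plate-corrected more than 3 library SD below zero, starting fluorescence within 5 deviations, no agonist response on first addition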;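 note: peak minus trough fluorescence over baseline after final BAM8-22 challenge near maximal dose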
aSyn 5UTR inh = 5' untranslated region of α-synuclein, MLPCN primary screen. inhibition, % (tested at 7.5 µM). alpha-synuclein 5'UTR reporter, inhibitor activity. 300,000 tested, 0.82% active; in the data active = inhibition above about 60%;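 note: H4 neuroglioblastoma cells stably carrying SNCA 5'UTR luciferase fusion; 0% = DMSO wells and 100% = positive control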
TRPC4 agonist = TRPC4 (mouse) channel activation. Q9QUQ5. HEK293 TRPC4beta/mu-opioid, Fluo4 calcium fluorescence; hits give high values. B-score at 10 µM. 310,000 tested, 0.49% active. AID 2237;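 active = B-score above 5 SD of library B-scores, and initial fluorescence ratio not above library mean plus 5 SD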;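 note: positive B-score marks a calcium rise read as TRPC4 activation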
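System – HEK293 cells stably co-expressing mouse TRPC4beta and mu-opioid receptor · Signal – Fluo4 calcium-sensitive dye fluorescence, kinetic, 1 Hz baseline · Benchmarks – buffer (low) and maximal DAMGO (high) · Read-out – B score of integrated fluorescence ratio per well · Incubation – dye loading 45 min room temperature, 110 s kinetic read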
TRPC6 inhibitor = inhibitors of mouse TRPC6 channel. HEK293-TRPC6, membrane potential dye, ACh-evoked depolarization; hits give low values. Q61143. 310,000 tested, 1.1% active. B-score at 10 µM. AID 2553;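 active = B-score under library mean minus 3 SD, initial fluorescence not abnormally high, positive integrated signal ratio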;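 note: B-score derived from integrated fluorescence ratio over the kinetic read; more negative B-score means stronger inhibition of depolarization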
Target sequence (Q61143 whole entry, looked up): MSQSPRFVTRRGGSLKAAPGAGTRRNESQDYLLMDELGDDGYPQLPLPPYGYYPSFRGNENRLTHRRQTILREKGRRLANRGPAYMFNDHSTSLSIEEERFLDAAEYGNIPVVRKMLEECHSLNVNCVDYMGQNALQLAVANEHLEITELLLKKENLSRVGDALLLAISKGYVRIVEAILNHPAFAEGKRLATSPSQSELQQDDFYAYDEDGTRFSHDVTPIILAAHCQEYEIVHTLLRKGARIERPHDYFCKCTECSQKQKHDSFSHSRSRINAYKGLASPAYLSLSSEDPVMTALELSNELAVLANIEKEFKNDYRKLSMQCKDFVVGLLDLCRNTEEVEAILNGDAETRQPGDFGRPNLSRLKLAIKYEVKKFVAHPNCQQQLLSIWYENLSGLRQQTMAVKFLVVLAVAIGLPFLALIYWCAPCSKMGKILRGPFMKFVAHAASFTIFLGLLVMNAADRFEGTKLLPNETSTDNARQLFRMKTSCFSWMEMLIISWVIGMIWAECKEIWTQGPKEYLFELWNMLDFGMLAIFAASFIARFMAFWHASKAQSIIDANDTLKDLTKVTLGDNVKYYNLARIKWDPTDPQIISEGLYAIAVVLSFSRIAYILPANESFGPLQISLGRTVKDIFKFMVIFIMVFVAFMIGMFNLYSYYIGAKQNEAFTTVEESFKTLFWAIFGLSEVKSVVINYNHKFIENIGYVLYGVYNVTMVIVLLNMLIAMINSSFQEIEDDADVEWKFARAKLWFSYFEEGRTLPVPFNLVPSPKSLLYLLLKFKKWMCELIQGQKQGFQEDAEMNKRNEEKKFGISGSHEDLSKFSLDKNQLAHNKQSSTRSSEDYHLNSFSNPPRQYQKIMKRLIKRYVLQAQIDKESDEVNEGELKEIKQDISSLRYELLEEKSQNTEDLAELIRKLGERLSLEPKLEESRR
TRPC6 act = activates the mouse TRPC6 cation channel; Q61143; HEK293-TRPC6 membrane potential dye fluorescence; hits give high values; B-score at 10 µM; 310,000 tested, 0.13% active; AID 2550;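 active = B-score of the integrated fluorescence ratio above library mean plus 3 SD, and starting fluorescence ratio within library mean plus 5 SD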;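 note: higher score means more depolarization so channel activation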
IEC-6 tox = kills IEC-6 intestinal cells in KLF5 counter-screen. IEC-6 cytotoxicity, luminescence viability. inhibition, % at 5 µM. 290,000 tested, 0.78% active. AID 1825; in the data active = inhibition above about 22%;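 note: 0% = plate median of test compound wells and 100% = cytotoxic reference compound wells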
* marks the source's active call; other numbers are inactive results.

How did O=C(NCCCN1CCc2ccccc2C1)C1CCN(c2nnc(-n3cccc3)s2)CC1 do in these assays?
TRPC4 block: inactive; TRPC4 PAM: inactive; KLF5 inh: -6; SKKanGAS inh: -1; HIF act: -0.1; MrgX1 antag: inactive; aSyn 5UTR inh: -16; TRPC4 agonist: inactive; TRPC6 inhibitor: inactive; TRPC6 act: inactive; IEC-6 tox: 1

What do the screens show for `O=C(COc1cccc2cccnc12)NNC(=O)Nc1ccccc1`?
TRPC4 block: inactive; TRPC4 PAM: inactive; KLF5 inh: 7; SKKanGAS inh: -10; HIF act: -0.3; MrgX1 antag: inactive; aSyn 5UTR inh: -5; TRPC4 agonist: inactive; TRPC6 inhibitor: inactive; TRPC6 act: inactive; IEC-6 tox: 7

Results for CCn1c(SCC(=O)NCCc2ccc(Cl)cc2)nnc1-c1cccs1 ?
TRPC4 block: inactive; TRPC4 PAM: inactive; KLF5 inh: -22; SKKanGAS inh: 8; HIF act: -0.2; MrgX1 antag: inactive; aSyn 5UTR inh: 16; TRPC4 agonist: inactive; TRPC6 inhibitor: inactive; TRPC6 act: inactive; IEC-6 tox: -1

How did COc1cc(OC)c(OC)cc1/C=N/NC(=O)CSc1ccccc1F do in these assays?
TRPC4 block: inactive; TRPC4 PAM: inactive; KLF5 inh: -12; SKKanGAS inh: -3; HIF act: 0.1; MrgX1 antag: inactive; aSyn 5UTR inh: -3; TRPC4 agonist: inactive; TRPC6 inhibitor: inactive; TRPC6 act: inactive; IEC-6 tox: -6

What do the screens show for `CCN(CC(=O)Nc1ccc2c(c1)OCCO2)C(=O)CC(NC(C)=O)c1ccccc1` (stereo not drawn)?
TRPC4 block: inactive; TRPC4 PAM: inactive; SKKanGAS inh: -3; HIF act: 0.5; MrgX1 antag: -7.4*; aSyn 5UTR inh: 1; TRPC4 agonist: inactive; TRPC6 inhibitor: inactive; TRPC6 act: inactive

Results for CCCN(CCC)CCCNC(=O)C1CCN(S(=O)(=O)c2cccc3nsnc23)CC1 ?
TRPC4 block: inactive; TRPC4 PAM: inactive; KLF5 inh: -9; SKKanGAS inh: 5; HIF act: -0.3; MrgX1 antag: inactive; aSyn 5UTR inh: 8; TRPC4 agonist: 134*; TRPC6 inhibitor: inactive; TRPC6 act: inactive; IEC-6 tox: -8

How did O=C(O)COc1ccccc1/C=N/NC(=O)CSc1nc2ccccc2n1Cc1ccc(Cl)cc1 do in these assays?
TRPC4 block: inactive; TRPC4 PAM: inactive; KLF5 inh: 32; SKKanGAS inh: 5; HIF act: -0.9; MrgX1 antag: inactive; aSyn 5UTR inh: 6; TRPC4 agonist: inactive; TRPC6 inhibitor: inactive; TRPC6 act: inactive; IEC-6 tox: -2

How did O=C1CC[C@@H](CN(Cc2ccccn2)Cc2nc(Cc3ccccc3)no2)N1 do in these assays?
TRPC4 block: inactive; TRPC4 PAM: inactive; KLF5 inh: -36; SKKanGAS inh: -2; HIF act: -1.1; MrgX1 antag: inactive; aSyn 5UTR inh: -9; TRPC4 agonist: inactive; TRPC6 inhibitor: inactive; TRPC6 act: inactive; IEC-6 tox: -1

Results for CCOC(=O)c1c(NC(=O)CSc2nnnn2-c2ccccc2)sc2c1CC(C)(C)NC2(C)C ?
TRPC4 block: inactive; TRPC4 PAM: inactive; KLF5 inh: -10; SKKanGAS inh: 3; HIF act: 0.3; MrgX1 antag: inactive; aSyn 5UTR inh: -40; TRPC4 agonist: inactive; TRPC6 inhibitor: inactive; TRPC6 act: inactive; IEC-6 tox: 4

Results for Cc1ccccc1CC1(CO)CCCN(Cc2ccccc2Cl)C1 (stereo not drawn) ?
TRPC4 block: inactive; TRPC4 PAM: inactive; KLF5 inh: 20; SKKanGAS inh: 22; HIF act: -2.6; MrgX1 antag: inactive; aSyn 5UTR inh: -7; TRPC4 agonist: inactive; TRPC6 inhibitor: inactive; TRPC6 act: inactive; IEC-6 tox: -1

Results for COc1ccccc1N1CCN(S(=O)(=O)/C=C/c2ccccc2)CC1 ?
TRPC4 block: inactive; TRPC4 PAM: inactive; KLF5 inh: 15; SKKanGAS inh: -1; HIF act: 0.1; MrgX1 antag: inactive; aSyn 5UTR inh: -19; TRPC4 agonist: inactive; TRPC6 inhibitor: inactive; TRPC6 act: inactive; IEC-6 tox: 6

How did Cn1c(=O)c2c(ncn2CC(=O)N2CCN(c3ccccc3)CC2)n(C)c1=O do in these assays?
TRPC4 block: inactive; TRPC4 PAM: inactive; KLF5 inh: -23; SKKanGAS inh: -2; HIF act: -0.2; MrgX1 antag: inactive; aSyn 5UTR inh: 12; TRPC4 agonist: inactive; TRPC6 inhibitor: inactive; TRPC6 act: inactive; IEC-6 tox: 0

Results for CCC(C)N1CCC(Oc2ccc(C(=O)NCc3ccccn3)cc2)CC1 (stereo not drawn) ?
TRPC4 block: inactive; TRPC4 PAM: inactive; KLF5 inh: -25; SKKanGAS inh: 32; HIF act: 0.1; MrgX1 antag: inactive; aSyn 5UTR inh: -7; TRPC4 agonist: inactive; TRPC6 inhibitor: inactive; TRPC6 act: inactive; IEC-6 tox: 2

How did Cc1cc(CNC(=O)Cc2ccc(F)cc2)c2ccccc2n1 do in these assays?
TRPC4 block: inactive; TRPC4 PAM: inactive; KLF5 inh: -29; SKKanGAS inh: -6; HIF act: 0.0; MrgX1 antag: inactive; aSyn 5UTR inh: -1; TRPC4 agonist: inactive; TRPC6 inhibitor: inactive; TRPC6 act: inactive; IEC-6 tox: 2

What do the screens show for `CC(C)OCCCNC(=O)c1cc(Sc2ccc(F)cc2)nc2ccccc12`?
TRPC4 block: inactive; TRPC4 PAM: inactive; KLF5 inh: -34; SKKanGAS inh: 5; HIF act: -0.1; MrgX1 antag: inactive; aSyn 5UTR inh: -24; TRPC4 agonist: inactive; TRPC6 inhibitor: inactive; TRPC6 act: inactive; IEC-6 tox: -4

Results for O=C(NCc1nc2ccccc2[nH]1)C1=C[C@H](c2ccc(Br)cc2)C[C@H](OCc2ccc(CO)cc2)O1 ?
TRPC4 block: inactive; TRPC4 PAM: inactive; KLF5 inh: 3; SKKanGAS inh: 30; HIF act: -1.0; MrgX1 antag: inactive; aSyn 5UTR inh: 13; TRPC4 agonist: inactive; TRPC6 inhibitor: inactive; TRPC6 act: inactive; IEC-6 tox: 2

Results for NC(=O)c1ccc(N2CCN(S(=O)(=O)c3ccccc3)CC2)c([N+](=O)[O-])c1 ?
TRPC4 block: inactive; TRPC4 PAM: inactive; KLF5 inh: -28; SKKanGAS inh: 4; HIF act: -1.0; MrgX1 antag: inactive; aSyn 5UTR inh: 0; TRPC4 agonist: inactive; TRPC6 inhibitor: inactive; TRPC6 act: inactive; IEC-6 tox: 11

How did COCC(C)OC(=O)c1c(N)n(CCCN2CCOCC2)c2nc3ccccc3nc12 (stereo not drawn) do in these assays?
TRPC4 block: inactive; TRPC4 PAM: inactive; KLF5 inh: -12; SKKanGAS inh: 2; HIF act: 0.3; MrgX1 antag: inactive; aSyn 5UTR inh: 18; TRPC4 agonist: inactive; TRPC6 inhibitor: inactive; TRPC6 act: inactive; IEC-6 tox: -2

Results for Cc1cccc(Nc2nc(-c3ccncc3)cs2)c1 ?
TRPC4 block: inactive; TRPC4 PAM: inactive; KLF5 inh: -42; SKKanGAS inh: -13; HIF act: 3.9; MrgX1 antag: inactive; aSyn 5UTR inh: -61; TRPC4 agonist: inactive; TRPC6 inhibitor: inactive; TRPC6 act: inactive; IEC-6 tox: 65*

Results for O=Cc1cccn1-c1ccc(O)cc1 ?
TRPC4 block: inactive; TRPC4 PAM: inactive; KLF5 inh: -19; SKKanGAS inh: -3; HIF act: 0.1; MrgX1 antag: inactive; aSyn 5UTR inh: -14; TRPC4 agonist: inactive; TRPC6 inhibitor: inactive; TRPC6 act: inactive; IEC-6 tox: -4

What do the screens show for `COc1cccc(NS(=O)(=O)CC23CCC(CC2=O)C3(C)C)c1` (stereo not drawn)?
TRPC4 block: inactive; TRPC4 PAM: inactive; KLF5 inh: -34; SKKanGAS inh: -2; HIF act: 0.6; MrgX1 antag: inactive; aSyn 5UTR inh: 0; TRPC4 agonist: inactive; TRPC6 inhibitor: inactive; TRPC6 act: inactive; IEC-6 tox: 1

How did COCCOC(=O)C1=C(C)N(Cc2ccccc2)C(=O)NC1c1cccc(OC)c1OC (stereo not drawn) do in these assays?
TRPC4 block: inactive; TRPC4 PAM: inactive; KLF5 inh: -25; SKKanGAS inh: -3; HIF act: -0.7; MrgX1 antag: inactive; aSyn 5UTR inh: -1; TRPC4 agonist: inactive; TRPC6 inhibitor: inactive; TRPC6 act: inactive; IEC-6 tox: -2

How did O=C(N/N=C/c1cccnc1)c1ccccc1 do in these assays?
TRPC4 block: inactive; TRPC4 PAM: inactive; KLF5 inh: -30; SKKanGAS inh: 4; HIF act: 1.4; MrgX1 antag: inactive; aSyn 5UTR inh: -29; TRPC4 agonist: inactive; TRPC6 inhibitor: inactive; TRPC6 act: inactive; IEC-6 tox: 2

Results for O=C(Nc1ccc(F)cc1)C1CCCN(S(=O)(=O)c2ccc3[nH]c(=O)ccc3c2)C1 (stereo not drawn) ?
TRPC4 block: inactive; TRPC4 PAM: inactive; KLF5 inh: -15; SKKanGAS inh: -9; HIF act: -0.1; MrgX1 antag: inactive; aSyn 5UTR inh: 1; TRPC4 agonist: inactive; TRPC6 inhibitor: inactive; TRPC6 act: inactive; IEC-6 tox: -3

How did CCOC(=O)c1cnn(C(=O)c2ccccc2)c1N do in these assays?
TRPC4 block: inactive; TRPC4 PAM: inactive; KLF5 inh: -12; SKKanGAS inh: 3; HIF act: -0.2; aSyn 5UTR inh: 12; TRPC4 agonist: inactive; TRPC6 inhibitor: inactive; TRPC6 act: inactive; IEC-6 tox: 9

What do the screens show for `CCN(CC(=O)Nc1c(F)cccc1F)C(=O)c1cccnc1SC`?
TRPC4 block: inactive; TRPC4 PAM: inactive; KLF5 inh: -27; SKKanGAS inh: 6; HIF act: -1.4; MrgX1 antag: inactive; aSyn 5UTR inh: -11; TRPC4 agonist: inactive; TRPC6 inhibitor: inactive; TRPC6 act: inactive; IEC-6 tox: -2

What do the screens show for `COc1ccc(CCNC(=O)CCN2C(=O)c3ccccc3C2=O)cc1OC`?
TRPC4 block: inactive; TRPC4 PAM: inactive; KLF5 inh: -11; SKKanGAS inh: -10; HIF act: -0.5; MrgX1 antag: inactive; aSyn 5UTR inh: -8; TRPC4 agonist: inactive; TRPC6 inhibitor: inactive; TRPC6 act: inactive; IEC-6 tox: -3

Bioassay records from PubChem BioAssay.

Compounds were not picked by outcome, and some 5.8% of all compounds hit somewhere here.
